TRHR PAM – allosteric enhancers of human TRH receptor. 0.66% of 360,000 active. AID 493056. P34981. enhancement, % at 2 µM. TRHR cells, fluo-8 calcium fluorescence, EC20 TRH enhancement; in the data active = enhancement above about 30%; also: 0% is about no effect
Target sequence (P34981 whole entry, looked up): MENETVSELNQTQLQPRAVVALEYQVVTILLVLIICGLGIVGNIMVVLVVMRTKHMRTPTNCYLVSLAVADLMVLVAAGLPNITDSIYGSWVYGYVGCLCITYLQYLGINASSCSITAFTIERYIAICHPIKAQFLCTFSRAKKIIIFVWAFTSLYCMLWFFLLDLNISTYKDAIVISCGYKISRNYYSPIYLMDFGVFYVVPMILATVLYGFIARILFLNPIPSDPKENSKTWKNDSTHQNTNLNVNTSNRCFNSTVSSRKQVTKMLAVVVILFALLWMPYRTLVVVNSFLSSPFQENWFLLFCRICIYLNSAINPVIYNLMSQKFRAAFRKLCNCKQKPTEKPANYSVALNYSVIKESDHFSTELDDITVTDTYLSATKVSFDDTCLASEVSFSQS
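Enhancer read-out: after compound pinning and an initial kinetic agonist-mode read, an EC20 of TRH (10 nM final) was injected and fluo-8 calcium signal (Ex 480/Em 530) followed at 1 s/cycle for 100 cycles in TRHR-expressing cells.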
RXFP1 ag – RXFP1 (human) receptor agonism. Q9HBX9. HEK293T-RXFP1 cAMP TR-FRET, 30 min; response scale: percent of porcine relaxin response, buffer zero. Potency, µM (series often up to 57.5 µM), for inactives: at the highest dose activation, usual class: activators. 0.3% of 370,000 active; active = well fitted activation curve with a large enough effect; inconclusive = small, poorly fitted or top-dose-only effect; also: potency is read from the fitted curve at half-maximal effect; % is scaled to controls: 0 for no effect and ±100 for the full control effect; nearly all actives have a fitted effect of over 60% in size; many of its hits are not listed in these tables
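HEK293 cells stably expressing RXFP1, treated 30 min at 37C with compounds plus PDE4 inhibitor Ro 20174; cAMP measured by HTRF TR-FRET. Normalized to buffer and 29 nM porcine relaxin; EC50 by Hill fit.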
D1 PAM – potentiators of human D1 dopamine receptor | P21728 | HEK293 TREx D1 cells, calcium flux, dopamine EC20 potentiation | potentiation, % at 10 µM | 0.036% of 360,000 active; in the data active = potentiation above about 30%; also: 0% is about no effect
Target sequence (P21728 whole entry, looked up): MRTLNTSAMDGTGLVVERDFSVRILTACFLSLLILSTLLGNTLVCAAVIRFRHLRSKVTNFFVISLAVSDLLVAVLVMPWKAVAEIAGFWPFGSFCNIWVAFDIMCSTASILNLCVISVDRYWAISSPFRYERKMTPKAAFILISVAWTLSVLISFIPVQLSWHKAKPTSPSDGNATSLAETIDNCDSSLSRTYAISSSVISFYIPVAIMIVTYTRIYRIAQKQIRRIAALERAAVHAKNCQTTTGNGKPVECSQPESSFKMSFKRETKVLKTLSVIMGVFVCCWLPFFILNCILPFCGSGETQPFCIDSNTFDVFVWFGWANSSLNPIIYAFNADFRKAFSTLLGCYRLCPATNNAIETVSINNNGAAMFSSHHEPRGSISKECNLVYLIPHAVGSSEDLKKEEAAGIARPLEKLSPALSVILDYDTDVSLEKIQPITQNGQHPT
D2 PAM – positive allosteric modulators of human D2 dopamine receptor | 0.34% of 340,000 active | potentiation, % at 10 µM | P14416 | HEK293 T-REx D2, calcium flux, EC20 dopamine potentiation | AID 485347;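 active = potentiation over 3 SD above the plate norm, cut at about 30% in these data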; also: 0% is about no effect
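Tetracycline-induced HEK293 T-REx cells force-coupled to calcium signalling expressed D2; compounds were pin-added after a 10 s baseline, read kinetically 180 s, then an EC20 dopamine challenge followed with a further 180 s calcium read.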
D2 antag – antagonizes the human D2 dopamine receptor; P14416; HEK293 TREx D2 cells, calcium flux, dopamine EC80; inhibition, % at 10 µM; 2% of 340,000 active; AID 485344; in the data active = inhibition above about 30%; also: 0% is about no effect
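HEK293 T-REx D2 cells, tet-induced, calcium dye no-wash. Cpd pintool add, 180 s kinetic, then EC80 DA, 180 s kinetic. Ca flux read.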
D1 antag – blocks dopamine activation of the human D1 receptor. HEK293 TREx D1 cells, calcium flux, dopamine EC80; hits give low values. activity change, negative = inhibition, % at 10 µM. 3.2% of 360,000 active. AID 504652; in the data active = activity change below about -30%; also: % is scaled to controls: 0 for no effect and ±100 for the full control effect
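Compound effects on dopamine-evoked calcium signalling were measured in tetracycline-induced HEK293 Trex D1 cells. Dopamine at EC80 followed a 180 s compound pre-read, and fluorescence was tracked kinetically for 180 s more.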
D2 ag – agonists of human D2 dopamine receptor | P14416 | HEK293 T-REx D2 cells, calcium flux agonist mode | activation, % at 2 µM | 0.53% of 340,000 active | AID 485358;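 active = activation over 3 SD above normal in the single-dose calcium agonist read, cut at about 30% in these data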; also: 0% is about no effect
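Agonism scored from kinetic calcium signal (1 read/sec, 180 s) following compound pin transfer, after a 10 s baseline. Cells: HEK293 Trex line expressing inducible D2 receptor coupled to calcium, dye-loaded after overnight culture at 30 C.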
RXFP1 antag – blocks the human relaxin receptor RXFP1 | Q9HBX9 | HEK293-RXFP1, relaxin-stimulated cAMP HTRF, 30 min; hits give low values | activity change, negative = inhibition, % at 57.5 µM | 0.59% of 350,000 active;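 active = activity change of -60% or lower, but not beyond a set lower limit; inconclusive = change between -60% and -40%, or beyond the set limit; inactive = change above -40%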; also: % is scaled to controls: 0 for no effect and ±100 for the full control effect
D1 ag – agonists of human D1 dopamine receptor; HEK293 T-REx D1 cells, calcium flux, agonist mode; activation, % at 2 µM; 1% of 360,000 active; AID 504660; in the data active = activation above about 30%; also: 0% is about no effect
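Tetracycline-induced HEK293 TREx D1 cells, force-coupled to calcium signalling, were dye-loaded with a no-wash calcium kit. Compound was pin-added after a 10 s baseline. Fluorescence was read kinetically at 1 cycle/s for 180 s, with calcium rises flagged as agonism.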
An asterisk follows results filed as active; ? = inconclusive; nt = no result given. The list is partial; count on the stated rates, not on these rows.

Results follow in this order: TRHR PAM, RXFP1 ag, D1 PAM, D2 PAM, D2 antag, D1 antag, D2 ag, RXFP1 antag, D1 ag
> COc1ccc(Nc2ccc([N+](=O)[O-])cn2)cn1
→ -2, 0.0%, -1, 9, 1, 14, 0.2, 9, 1
> CCC(=O)N(CC)Cc1cc(=O)[nH]c2ccccc12
→ -1, 4.5%, -4, 6, -6, 3, 1.9, -7, 3
> O=C(O)CCN=C1CCc2ccccc2N1
→ 3, 0.7%, 0, 0, -4, 7, -1.2, nt, 4
> C=C(C)c1cccc(C(C)(C)NC(=O)N(C)C2CCN(C)CC2)c1
→ -7, -3.2%, -5, 1, 8, -1, -0.5, 7, 0
> COc1ccc(C)cc1NC(=O)Cn1c(=O)nc(-c2ccccc2F)c2cc(Cl)ccc21
→ -4, 5.2%, 1, -1, nt, -8, -2.6, 15, -1
> Cc1cc(C)cc(NC(=O)C/C(N)=N/O)c1
→ -19, 0.1%, -10, -10, 71*, -19, 0.2, 0, 1
> O=C(CS(=O)(=O)c1ccccc1)N1CCCCCC1
→ 3, 0.8%, 4, 14, -2, 1, 1.7, -5, 1
> CCOc1ccc(NC(=O)COc2ccc(S(=O)(=O)N3CCCC3)cc2)cc1
→ 10, -0.3%, -2, -3, -13, 0, 0.0, -15, 2
> COc1ccc(C(=O)/C=C/Sc2nc3ccccc3o2)cc1
→ -5, 1.6%, -5, 3, 19, 3, 2.1, -6, 3
> Cc1nn(C)c(C(=O)Nc2ccn(C34CC5CC(CC(C5)C3)C4)n2)c1[N+](=O)[O-]
→ 9, -1.0%, 0, 3, 4, -1, 0.7, 9, 0
> OCCCNC(=S)Nc1ccc(Nc2ccccc2)cc1
→ -6, 2.2%, -2, -2, -6, nt, 0.8, -6, 1
> Cc1ccc(S(=O)(=O)Nc2cccc(C(=O)NCC3CCCO3)c2)cc1F (stereo not drawn)
→ -6, -0.2%, 0, 10, 6, 44, 0.3, -5, 4
> CCCCCn1c(=O)[nH]c2cc(C(=O)N3CCN(c4ccc(OC)cc4)CC3)ccc2c1=O
→ 6, -1.0%, 0, 11, nt, -8, nt, nt, 2
> O=C(Nc1nnc(C2CC2)s1)C1CCCCC1
→ 9, 1.4%, -2, nt, nt, -8, nt, 2, 2
> Cc1ccc(N(CC(=O)NC2CCC(C)CC2)S(=O)(=O)c2cccnc2)cc1 (stereo not drawn)
→ 10, -0.2%, 2, 0, -3, 10, -0.8, -18, 2
> CC(=O)c1ccc(NC(=O)Nc2cccc(Cl)c2)cc1
→ -2, 2.2%, -8, 1, -3, -28, 4.7, -10, 14
> CCSc1nc2c(c(=O)[nH]c(=O)n2C)n1CC(O)COc1ccc(Cl)cc1 (stereo not drawn)
→ 25, 0.6%, -3, 5, nt, 17, nt, nt, -3
> O=c1c2ccccc2c(C=NCCCN2CCOCC2)c(O)n1Cc1ccc2c(c1)OCO2
→ -1, -0.4%, -5, -8, -30, 10, -0.4, 14, 0
> O=C(/C=C/c1ccco1)NC(=S)Nc1ccccn1
→ -1, 2.9%, -1, 0, 7, -3, -1.0, 4, 1
> CC(C)(O)C(O)COc1c2ccoc2cc2oc(=O)ccc12 (stereo not drawn)
→ -2, 2.9%, -5, -12, 4, -1, 5.0, nt, 1

A second format for part of the listing above.
CC(C)(O)C(O)COc1c2ccoc2cc2oc(=O)ccc12 (stereo not drawn)
  TRHR PAM: -2; RXFP1 ag: 2.9%; D1 PAM: -5; D2 PAM: -12; D2 antag: 4; D1 antag: -1; D2 ag: 5.0; RXFP1 antag: nt; D1 ag: 1
Cc1cc(C)cc(NC(=O)C/C(N)=N/O)c1
  TRHR PAM: -19; RXFP1 ag: 0.1%; D1 PAM: -10; D2 PAM: -10; D2 antag: 71*; D1 antag: -19; D2 ag: 0.2; RXFP1 antag: 0; D1 ag: 1
COc1ccc(Nc2ccc([N+](=O)[O-])cn2)cn1
  TRHR PAM: -2; RXFP1 ag: 0.0%; D1 PAM: -1; D2 PAM: 9; D2 antag: 1; D1 antag: 14; D2 ag: 0.2; RXFP1 antag: 9; D1 ag: 1
CCCCCn1c(=O)[nH]c2cc(C(=O)N3CCN(c4ccc(OC)cc4)CC3)ccc2c1=O
  TRHR PAM: 6; RXFP1 ag: -1.0%; D1 PAM: 0; D2 PAM: 11; D2 antag: nt; D1 antag: -8; D2 ag: nt; RXFP1 antag: nt; D1 ag: 2

(more compounds)
Results follow in this order: TRHR PAM, RXFP1 ag, D1 PAM, D2 PAM, D2 antag, D1 antag, D2 ag, RXFP1 antag, D1 ag
> O=C1c2ccccc2C(=O)C2OC12 (stereo not drawn)
→ 5, -3.0%, -3, 6, -1, 2, 0.6, nt, 3
> COc1ccc(-c2nc3ccccc3o2)cc1NC(=O)COc1cc(C)cc(C)c1
→ -4, -0.7%, 1, -2, nt, 4, 0.4, 6, 2
> CNc1nc(=S)[nH]c2ccccc12
→ 3, 1.4%, -2, -3, 2, -11, -1.0, -33, 5
> COc1ccc(C(=O)NCCCOc2cccc(NC(C)=O)c2)cc1
→ -9, -3.0%, 4, 9, 7, -15, -0.8, -6, 2
> Cc1ccc(NC(=O)NC(=O)N(C(C)C)S(=O)(=O)c2ccc(C)cc2)cc1
→ -1, -0.8%, -1, -10, 44*, -3, 6.5, 4, 4
> COc1ccc(OCCN2CCOCC2)cc1
→ -4, 2.0%, -1, 1, 3, 13, -0.2, 4, 4
> Cc1ccc(NC(=O)CSc2nc3nccnc3c(=O)n2CCc2c[nH]c3ccccc23)cc1C
→ -8, 0.1%, -3, 3, nt, -2, 0.7, -6, 6
> O=C1CN(c2ccccc2)C(=S)N1C(=O)c1ccc(Br)cc1
→ -3, -0.5%, 1, -2, -5, -1, 2.3, -8, 2
> C#CCNC(=O)C1=C[C@H](C(C)(C)C)C[C@H](OCc2ccc(CO)cc2)O1
→ 0, 0.5%, 4, 1, 22, -2, 0.9, nt, -4
> CCCS(=O)(=O)N1CCCC(C(=O)NCc2ccco2)C1 (stereo not drawn)
→ -2, 0.1%, 4, 13, 3, 7, 0.4, -1, 3
> Cc1ccsc1C(=O)OCC(=O)c1ccc(OC(F)F)cc1
→ 10, 0.4%, -2, 0, -12, 8, 0.1, -7, 4
> COC(=O)c1cc(NC(=O)CC2C(=O)NCCN2C(=O)c2ccccc2)cc(C(=O)OC)c1 (stereo not drawn)
→ -4, -0.9%, -1, 1, 0, 3, -0.1, -12, -2
> O=C(CSc1n[nH]c(-c2ccccc2Cl)n1)N1CCN(c2ccc(F)cc2)CC1
→ -8, ?, -2, -2, nt, 2, -0.3, -3, -1
> COc1ccc(-c2noc(CN(C)C3CCOCC3)n2)cc1
→ 32*, 2.5%, -3, -8, 5, 1, 0.5, -9, 3
> C=C(C)C(=O)Nc1cccc(C2=NOC3(C2)C[C@@H](C(N)=O)N(C(=O)CCCCC)C3)c1 (stereo partly drawn)
→ -3, 6.9%, 0, -2, 14, -13, -0.1, nt, 0
> CCS(=O)(=O)N1CCN(C(=O)COc2ccc(-c3ccccc3)cc2)CC1
→ 3, 1.3%, -3, 4, -1, -12, -1.2, -9, 3
> O=C(NCc1ccccc1F)C1CCCN1C(=O)NCc1ccccc1 (stereo not drawn)
→ 1, -0.4%, -3, 0, 12, -10, -0.3, 2, 1
> COc1ccc(C2CC(=O)c3c(ccc4ccccc34)N2)cc1OC (stereo not drawn)
→ -8, 0.5%, -4, 12, 0, 6, 0.6, -10, 6
> C[C@H]1CCC[C@]2(C)C[C@H]3OC(=O)C(CN4CCCCCC4)[C@H]3C=C12 (stereo partly drawn)
→ 5, -0.1%, -3, -6, -2, 8, -0.2, -7, 0
> COc1cc(C(=O)NCC(c2ccc3c(c2)OCO3)N2CCN(C)CC2)cc(OC)c1OC (stereo not drawn)
→ 0, 0.6%, -4, -15, nt, 7, 0.3, -1, 2

More compounds follow:
Structure	TRHR PAM	RXFP1 ag	D1 PAM	D2 PAM	D2 antag	D1 antag	D2 ag	RXFP1 antag	D1 ag
COCC(=O)NC1CC(C)(C)Cc2c1cnn2-c1ccc(F)cc1 (stereo not drawn)	0	2.1%	-2	-20	13	3	1.0	3	0
CCC(C)NC(=O)CCCc1ccccc1 (stereo not drawn)	-3	0.2%	1	-2	-1	-6	1.0	-6	0
CC(=O)Nc1sc(C)c(C)c1C(=O)OCC(=O)N(C)c1c(N)n(Cc2ccccc2)c(=O)[nH]c1=O	0	1.0%	-5	-3	3	-7	0.4	1	0
CCOc1ccccc1CN1CCN(S(=O)(=O)c2ccccc2)CC1	3	-3.6%	-1	6	nt	-2	-1.9	nt	12
CCOC(=O)c1c(C)nc2c(c1C)/C(=N/O)CC(C)(C)C2	-3	-0.5%	-4	-1	8	-21	-2.0	0	10
Cc1ccc(S(=O)(=O)N2C(=O)C(c3ccccc3)SC2=Nc2ccccc2)cc1 (stereo not drawn)	2	0.9%	-3	-2	-12	19	0.1	-7	1
Cc1cccc(NS(=O)(=O)c2cnc(Cl)c(Br)c2)n1	23	-1.0%	-3	6	4	-2	0.9	-3	4
CCN1CCN(CCNC(=O)c2ccc(/C=C3/Sc4ccccc4N(Cc4ccccc4C)C3=O)cc2)CC1	18	2.0%	-14	11	7	-21	5.0	-38	40*
CN(C(=O)Cn1cnc2ccccc2c1=O)C1CCS(=O)(=O)C1 (stereo not drawn)	7	0.3%	5	10	-3	1	-0.4	-5	-1
N=C1/C(=C\c2coc3ccc(O)cc3c2=O)C(=O)N=C2SC=CN12	3	-1.9%	-2	nt	nt	-13	nt	-20	132*
CC(=O)Nc1sc2c(c1-c1nc3ccccc3s1)CCN(C(C)C)C2	-4	1.7%	9	-2	-7	-13	47*	1	74*
COc1cccc(NC(=O)CN(C)CC(=O)Nc2ccc(Br)cc2)c1	-3	-3.3%	-3	-4	-1	-2	-0.3	-8	-1
O=C(CSc1ncn[nH]1)c1ccc(OC(F)F)cc1	-3	0.9%	1	4	-9	0	-0.4	-14	1
COc1ccc(N2C(=O)CC(NNC(=O)c3ccco3)C2=O)cc1 (stereo not drawn)	1	2.6%	-4	3	23	-11	1.9	-4	1
CC(=O)c1c(C)[nH]c(C(=O)Nc2cc(S(=O)(=O)N(C)C)ccc2C)c1C	0	12%	-4	-12	2	-13	-0.5	-4	1
COCCCNCCCOc1ccc(Cl)cc1Br	1	3.9%	-4	-20	-39	-1	-0.8	-10	8

Some entries already given with just TRHR PAM, D1 PAM and D1 antag:
SMILES,TRHR PAM,D1 PAM,D1 antag
COc1cccc(NC(=O)CN(C)CC(=O)Nc2ccc(Br)cc2)c1,-3,-3,-2
O=C(Nc1nnc(C2CC2)s1)C1CCCCC1,9,-2,-8
Cc1cc(C)cc(NC(=O)C/C(N)=N/O)c1,-19,-10,-19
